Screening results from PubChem BioAssay.
KOR beta-arrestin-1 = kappa opioid receptor blockers – cell-based, luminescence, uHTS (AID 1778); KOR beta-arrestin recruitment, luminescence, antagonist mode; higher % means a stronger effect; inhibition, % at 10 µM; hits with a dose series show IC50 in µM; 290,000 compounds, 0.091% hits; further: strong numbers were not always called active
Dengue-2 NS5 capping = Dengue-2 NS5 methyltransferase inhibitors, primary screen, biochemical, confirmation dose response (AID 588689). Dengue-2 NS5 methyltransferase capping enzyme assay, biochemical; higher % means a stronger effect. inhibition, % at 25 µM; hits with a dose series show IC50 in µM. 340,000 compounds, 0.3% hits; in the data active means a potency from the dose series; inconclusive means inhibition above about 29% without an active follow-up result
KOR beta-arrestin-2 = kappa opioid receptor activators – cell-based, luminescence, uHTS, primary screen (AID 1777); KOR beta-arrestin recruitment, luminescence; higher % means a stronger effect; activation, % at 10 µM; hits with a dose series show EC50 in µM; 280,000 compounds, 0.02% hits; in the data active means activation above about 50%, passing the limit was not always enough; further: a part of the inactive calls stands beside numbers as strong as those of hits
West Nile antiviral = West Nile virus antiviral activity, cell-based, CPE readout (AID 1621); West Nile virus-infected cells, CPE inhibition; higher % means a stronger effect; one-dose CPE inhibition, % at 10 µM; IC50 in µM for titrated hits; 290,000 compounds, 0.02% hits; in the data active means a potency from the dose series; inconclusive means CPE inhibition mostly from about 3.7% at the one dose, without a potency; inactive means the rest, 99 in 100 with CPE inhibition below about 2.2%; further: strong numbers were not always called active
NOD2 inhibition = inhibition of NOD2-driven NF-kB reporter – cell-based, luminescence, uHTS, HEK293 (AID 1566); 290,000 compounds, 0.63% hits; HEK293 NOD2/NF-kB luciferase reporter, luminescence; higher % means a stronger effect; inhibition, % at 4 µM, or EC50 in µM where a hit was titrated; further: many of its hits are not listed in these tables
HIV fusion peptide = inhibitors of HIV fusion peptide binding, primary screen, biochemical, uHTS, fluorescence dequenching (AID 1986). cell-free peptide binding, fluorescence dequenching, 30 min; higher % means a stronger effect. 290,000 compounds, 0.3% hits. inhibition, % at 20 µM, or IC50 in µM where a hit was titrated; in the data active means inhibition mostly above about 52%, no sharp cut-off; inactive means mostly below about 76%; further: some results filed as inactive read as strong as hits
AID2073 = inhibitors of Mint1-CaV2.2 protein interaction, biochemical, HTRF (AID 2073); inhibition, % at 20 µM; hits with a dose series show IC50 in µM; HTRF protein-protein interaction, Mint1-CaV2.2; higher % means a stronger effect; 290,000 compounds, 0.19% hits; in the data active means inhibition mostly above about 51%, no sharp cut-off; inconclusive means no clear call, values can overlap the other calls; inactive means mostly below about 53%; further: some results filed as inactive read as strong as hits
Yfh1-depleted yeast = mitochondrial function rescue without frataxin homolog – Friedreich's ataxia, plus single-dose screen, dose response (AID 1465) | S. cerevisiae Yfh1-off respiration, WST-1 reduction, 72 h; higher fold induction means a stronger effect | one-dose fold induction at 50 µM; EC50 in µM for titrated hits | 220,000 compounds, 0.074% hits;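 active means fold induction of absorbance versus untreated yeast above a set limit, then at least 30% activation at any dose in follow-up; inconclusive means repeats straddling the limit, or above it without dose testing; inactive means fold induction below the set limit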;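 further: activators that raise dye reduction in frataxin-depleted yeast; strong numbers were not always called active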
NOD1 inhibition = NOD1 signaling inhibitors, primary screen, cell-based, luminescence, uHTS (AID 1578); NOD1-driven NF-kB luciferase reporter cells, luminescence; higher % means a stronger effect; one-dose inhibition, % at 4 µM; EC50 in µM for titrated hits; 290,000 compounds, 1% hits; in the data active means inhibition mostly above about 36%, no sharp cut-off; inactive means mostly below about 34%;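 further: HEK-293T reporter cells stimulated with the NOD1 agonist gamma-tri-DAP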
Starred values were filed as active, the others as inactive; i = inactive; ? = inconclusive; · = no result given; [ ] = remark or other dose. Unless noted, no stated cut-off is given here; in the data, active means inhibition above about 50%; inactive means the rest. The list is partial. The share of hits here may be higher or lower than overall.

compound,KOR beta-arrestin-1,Dengue-2 NS5 capping,KOR beta-arrestin-2,West Nile antiviral,NOD2 inhibition,HIV fusion peptide,AID2073,Yfh1-depleted yeast,NOD1 inhibition
Cc1ccccc1NC(=O)CSc1[nH]c(=O)cc(C)c1C#N,12%,4%,-4.4%,0.1%,14%,9.6%,60%,i,-8%
COc1ccc(CNc2nc3ccccc3n2C(C)C)c(O)c1,13%[20 µM],2%,-5.8%,-1.5%,17%,-1.4%,-14%,·,-21%
O=C1CC(c2cccs2)c2cc3c(cc2N1)OCO3 (configuration not stated),-17%,1%,6.9%,0.9%,0%,-0.4%,13%,i,4%
O=C1CSc2ccc(S(=O)(=O)NCc3ccccc3)cc2N1,-19%,5%,6.1%,0.5%,-11%,-0.2%,12%,·,2%
CNC(=O)c1ccc(-c2ccc(F)cc2)s1,-7%,-1%,-3.3%,0.7%,-42%,-2.3%,2%,i,-36%
CCOc1ccc(S(=O)(=O)n2nc(C)c(S(=O)(=O)N3CCOCC3)c2C)cc1,-33%,-2%,5.8%,1.5%,-22%,2.2%,-5%,·,-24%
Cc1ccc(NC(=S)N/N=C/c2c(C)nn(-c3ccccc3)c2N2CCCC2)cc1,-31%,-2%,-2.1%,0.7%,-5%,-0.5%,-5%,?,-6%
COc1ccccc1NS(=O)(=O)c1ccc(-c2cnc(C3CC3)o2)cc1,-223%,7%,15%,0.3%,17%,-0.2%,3%,·,9%
C/C(=N\NC(=O)C(=O)Nc1cccc(C(F)(F)F)c1)c1ccc(Cl)s1,-16%,1%,-1.5%,-1.2%,12%,1.6%,13%,i,-46%
COc1ccccc1C(=O)Nc1nnc(SCC(=O)NC2CCCC2)s1,54%,1%,-7.1%,-0.5%,-74%,-2.3%,16%,·,-31%
COCCCNC(=O)Cn1cnc2sc(C)c(S(=O)(=O)N3CCN(c4ncccn4)CC3)c2c1=O,-13%,-4%,1.6%,0.1%,1%,1.6%,-6%,i,-25%
Cc1ccsc1C(=O)N1CCCC(CO)(Cc2ccccc2)C1 (configuration not stated),-6%,-7%,9.0%,-0.8%,-15%,1.3%,4%,·,-22%
Cc1cc(C)c(NC(=O)CCn2nnc3ccccc32)c(C)c1,-26%[20 µM],·,·,-0.1%,15%,0.0%,1%,i,-17%
CN(Cc1ccc2nonc2c1)Cc1nc(Cc2cccc(F)c2)no1,-28%,-4%,3.7%,-0.8%,-10%,-0.4%,0%,i,-15%
CCn1c(CC(=O)Nc2ccc(C)c(Cl)c2)nnc1SCC(=O)Nc1nc(C)cs1,-10%,-1%,-2.4%,-0.6%,21%,-2.1%,0%,i,17%
COc1ccccc1CNCC(O)(c1ccc(F)cc1)c1ccc(F)cc1,-17%,-7%,-2.8%,-1.7%,6%,2.1%,-2%,·,-1%

Arranged by length of the SMILES (ascending): three of the compounds above.
compound,KOR beta-arrestin-1,Dengue-2 NS5 capping,KOR beta-arrestin-2,West Nile antiviral,NOD2 inhibition,HIV fusion peptide,AID2073,Yfh1-depleted yeast,NOD1 inhibition
Cc1cc(C)c(NC(=O)CCn2nnc3ccccc32)c(C)c1,-26%[20 µM],·,·,-0.1%,15%,0.0%,1%,i,-17%
COc1ccccc1C(=O)Nc1nnc(SCC(=O)NC2CCCC2)s1,54%,1%,-7.1%,-0.5%,-74%,-2.3%,16%,·,-31%
COc1ccccc1CNCC(O)(c1ccc(F)cc1)c1ccc(F)cc1,-17%,-7%,-2.8%,-1.7%,6%,2.1%,-2%,·,-1%

(next part)
compound,KOR beta-arrestin-1,Dengue-2 NS5 capping,KOR beta-arrestin-2,West Nile antiviral,NOD2 inhibition,HIV fusion peptide,AID2073,Yfh1-depleted yeast,NOD1 inhibition
COc1cccc(CN2CC(C(=O)NCCc3ccc(C)s3)CCC2=O)c1 (configuration not stated),-2%,1%,7.9%,-0.2%,4%,2.1%,3%,·,-16%
CS(=O)(=O)Nc1ccc(C(=O)Nc2ccccc2Sc2ccccc2)cc1,2%,-3%,3.1%,-0.6%,10%,-0.7%,4%,i,23%
Cc1nc(SCc2ccc(F)cc2)n[nH]1,24%,1%,-1.4%,0.0%,8%,-1.9%,7%,·,-10%
Cc1ccc(-n2c(=O)c3c(C)c(C)sc3n(Cc3cc(=O)n4ccccc4n3)c2=O)cc1C,17%,3%,-4.2%,-0.2%,16%,1.2%,16%,i,-1%
COc1ccc2[nH]c(C)c(CCN(Cc3cccs3)C(=S)Nc3cccc(F)c3)c2c1,-13%,14%,-4.2%,0.1%,-4%,79%,-9%,i,17%
Cc1ccc(S(=O)(=O)NCc2ccncc2)c(C)c1C,-78%[20 µM],0%,·,-1.6%,38%,0.0%,4%,i,40%
O=C(Nc1cccc(CCc2ccccn2)c1)c1ccc(Cl)cc1,-10%[20 µM],·,-0.5%,0.1%,17%,-0.2%,-2%,i,-20%
COC(=O)c1ccc(N2NC(=O)/C(=C/c3cc(OC)c(OC)c(OC)c3)C2=O)cc1,15%,47µM*,1.0%,-0.4%,0%,19%,23%,·,3%
O=C(Nc1cccc(F)c1)c1cccnc1N1CCOCC1,31%,11%,-3.7%,-0.2%,-3%,-2.1%,-4%,i,1%
Cn1nc(C(F)(F)F)c(-c2ccccc2)c1NC(=O)c1ccco1,12%,3%,1.9%,0.6%,8%,-2.3%,-6%,i,-13%
Cc1c(C=O)c2ccccc2n1CC(=O)NCc1ccc2c(c1)OCO2,-32%[20 µM],-3%,·,-0.9%,20%,-1.0%,9%,i,-25%
COc1cccc(CNC(=O)C(NS(=O)(=O)c2ccc3c(c2)CCN3C(C)=O)C(C)C)c1 (configuration not stated),-22%,3%,0.7%,0.2%,-5%,-0.9%,11%,·,30%
O=[N+]([O-])c1ccccc1N/N=C\c1ccccc1F,-26%,5%,3.1%,-0.1%,-159%,0.7%,-3%,i,-20%
CC(=O)N1CCN(c2ccccc2NC(=O)COc2ccc(Br)cc2)CC1,-30%,-1%,-0.4%,0.3%,-18%,-2.9%,7%,i,-1%
CCOC(=O)CN1NC2(CCCCCCC2)NC1=S,1%,1%,-2.0%,0.0%,14%,-0.9%,3%,i,-4%
O=C(NC1=NN(c2ccccc2)CC1)Nc1ccccc1F,-8%,-3%,1.4%,0.0%,-6%,-0.2%,-10%,i,-1%
COc1ccc(CNc2nc(SC)n[nH]2)cc1OC,-9%,·,-3.4%,0.4%,5%,0.8%,-8%,i,-9%
Cc1ccc(C(=O)c2coc3ccc(O)c(CN(C)C)c23)cc1,-66%[20 µM],5%,-0.8%,-1.1%,4%,-1.3%,-4%,·,-24%
CC(C)CNC(=O)C1CC(=O)OC12CCCCC2 (configuration not stated),35%,-6%,1.2%,-0.3%,5%,0.1%,5%,i,-29%
O=C(O)CC1C(=O)NCCN1Cc1cccs1 (configuration not stated),-1%,-2%,-4.8%,-0.2%,2%,-0.4%,3%,i,-17%
CCCOc1ccc(C2Nc3cccc4cccc(c34)N2)cc1,-44%[20 µM],18%,1.4%,-0.2%,2%,13%,6%,·,-8%
COc1ccc(Cl)cc1NS(=O)(=O)c1c(C)[nH]c(C)c1C(=O)N1CCCCC1,-22%,-6%,-5.3%,-0.6%,0%,0.2%,-2%,·,17%
O=C(/C=C/c1ccc[nH]1)c1ccc(F)cc1,-30%[20 µM],-11%,-0.4%,0.8%,-40%,18%,13%,i,-35%
OCCC#Cc1ccc(CN2CCN(Cc3ccsc3)C(CCO)C2)cc1 (configuration not stated),-14%[20 µM],2%,·,-0.9%,-2%,2.1%,4%,i,-8%
COC(=O)C1CC(=O)N(c2ccc(C)cc2)C1 (configuration not stated),-20%[20 µM],-6%,-0.5%,-0.4%,3%,0.0%,0%,i,-29%
CNC(=O)COC(=O)c1ccc(Cl)c(S(N)(=O)=O)c1,10%,-3%,3.1%,0.2%,9%,-0.3%,-5%,i,11%
O=C(CC1N=C2c3ccccc3N=C(SCc3ccc(Cl)cc3)N2C1=O)NCc1ccco1 (configuration not stated),-18%,7%,1.6%,0.1%,-4%,0.5%,21%,i,-29%
COc1cccc(NC(=O)C2CCC(CNC(=O)[C@@H]3Cc4ccccc4CN3)CC2)c1 (some centres not stated),4%,2%,7.3%,-0.1%,11%,0.9%,6%,·,-24%
CC(=O)NNC(=O)CSc1nnc(-c2ccccc2)c(-c2ccccc2)n1,-18%,·,1.1%,-0.3%,10%,15%,11%,·,-9%
COc1ccc(OC)c(-n2nnnc2SCC(=O)NCCc2ccccc2)c1,18%,-6%,-0.5%,0.5%,14%,-2.6%,-1%,i,-14%
O=C(COC(=O)CCCNC(=O)c1ccc(Cl)cc1)Nc1cc(Cl)c(Cl)cc1Cl,21%,-1%,-3.3%,-0.4%,0%,3.9%,4%,i,-41%
COc1ccc(CN2CCNC(=O)C2CC(=O)N(C)Cc2ccon2)c(OC)c1 (configuration not stated),-2%,-3%,·,0.6%,-10%,-0.5%,1%,i,-33%
CCOc1ccc(/C=C2\SC(N3CCCCC3)=NC2=O)cc1,-24%,-3%,2.9%,-0.5%,-38%,-0.5%,14%,·,-10%
S=c1[nH]nc(C2CCCCC2)n1/N=C/c1ccc(Br)cc1,14%,-14%,-7.6%,-0.2%,22%,-0.2%,-38%,·,10%
Cc1cc(C)cc(N(CC(=O)Nc2ccc(C)cc2Cl)S(=O)(=O)c2c(C)[nH]c(=O)[nH]c2=O)c1,-51%,-7%,4.4%,-0.1%,-52%,7.6%,2%,·,-11%
Cc1csc(SCC(=O)Nc2sccc2C#N)n1,3%,-6%,-7.5%,0.1%,-51%,7.8%,?,i,-6%
CN1CCC(N(C)C(=S)NC(=O)C23CC4CC(CC(C4)C2)C3)CC1,7%,-2%,-1.3%,-0.1%,12%,2.9%,-6%,i,-27%
CC(C)=CC(=O)OCC(=O)NC(=O)NC(C)(C)C,1%,-7%,-2.4%,0.3%,-10%,0.4%,2%,i,-31%
NS(=O)(=O)c1ccc(NC(=S)NC(=O)/C=C/c2ccco2)cc1,12%,4%,2.1%,-0.4%,7%,48%,32%,i,-11%
O=C(OCc1cnc(Cl)s1)c1ccccc1Cl,0%,-8%,-0.1%,0.2%,-10%,-0.9%,24%,i,24%
COC(=O)[C@H](CCSC)NC(=O)Nc1cccc(Br)c1,11%,-2%,3.4%,0.0%,13%,-1.0%,11%,i,-9%
CCOc1cc(NC(=O)C2CCCCC2)c(OCC)cc1NC(=O)c1ccccn1,-17%[20 µM],2%,·,-0.7%,33%,2.4%,22%,i,-29%
S=C(NCCCN1CCOCC1)N1CCN(c2ccccc2)CC1,-6%[20 µM],-1%,-0.6%,-0.4%,13%,-0.2%,-24%,·,48%
Cc1ccccc1CSc1nnnn1-c1ccc(C(N)=O)cc1,10%,-1%,-1.7%,-1.1%,13%,0.5%,16%,·,3%
COc1ccc(C)cc1Nc1nc(-c2ccccc2O)nc2ccccc12,-10%,3%,-3.0%,-0.8%,-1%,-0.4%,?,·,-3%
CSc1ncccc1C(=O)Nc1ccc(S(=O)(=O)Nc2nccs2)cc1,15%,-4%,7.2%,0.6%,10%,0.8%,-7%,i,-25%
Cc1ccc2nc(-c3ccc(NS(C)(=O)=O)cc3)cc(-c3ccccc3)c2c1,-12%,-5%,4.8%,1.1%,24%,2.2%,47%,i,23%
